Source: PubChem BioAssay
OX1R antag-1 = OX1R (HCRTR1) antagonists, primary screen, fluorescence, CHO/OX1R cells, Fluo-8 calcium, orexin A. Fluo-8 calcium fluorescence. inhibition, % at 5 µM. 0.43% of 330,000 active. AID 434989, 2010;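 active = inhibition above its plate's threshold, mean inhibition of all tested compounds on the plate plus 3 SD, cut at about 37% in these data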;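 note: 0% = orexin A challenge wells and 100% = SB-334867-A antagonist wells; not every result past the cut was called active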
Target sequence (O43613 whole entry, looked up): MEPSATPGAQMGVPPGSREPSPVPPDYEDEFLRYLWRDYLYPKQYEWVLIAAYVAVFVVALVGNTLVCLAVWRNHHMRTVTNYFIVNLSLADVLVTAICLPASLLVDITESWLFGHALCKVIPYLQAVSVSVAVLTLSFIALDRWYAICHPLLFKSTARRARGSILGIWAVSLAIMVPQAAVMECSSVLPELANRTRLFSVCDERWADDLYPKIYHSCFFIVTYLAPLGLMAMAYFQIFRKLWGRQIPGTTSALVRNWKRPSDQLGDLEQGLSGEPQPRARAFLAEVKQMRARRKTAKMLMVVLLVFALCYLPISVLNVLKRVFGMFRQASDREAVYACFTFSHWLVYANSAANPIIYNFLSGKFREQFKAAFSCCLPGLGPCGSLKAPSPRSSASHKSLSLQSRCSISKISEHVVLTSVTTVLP
OX1R antag-2 = antagonists of human orexin 1 receptor (OX1R). OX1R-expressing cells, FRET antagonist read-out. Orexin/Hypocretin receptor type 1 (Homo sapiens), O43613. inhibition, % at 6.6 µM. AID 485270, 2010. 1.8% of 330,000 active; in the data active = inhibition mostly above about 38%, no sharp cut-off; inactive = mostly below about 40%;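 note: 0% = agonist challenge alone and 100% = reference antagonist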
An asterisk follows results filed as active.

No.	molecule	OX1R antag-1	OX1R antag-2
1	O=C(NNC(=O)c1ccc2[nH]c(=O)c(=O)[nH]c2c1)c1cccc(Br)c1	-5.8	1.6
2	C(=N\Nc1nc2ccccc2[nH]1)/c1ccc2c(c1)OCCO2	-36.6	20.6
3	Cc1cc(C)c(NC(=O)CCn2nnc3ccccc32)c(C)c1	-31.7	11.0
4	Cc1ccc(N2CC(C(=O)OCC(=O)Nc3ccccc3F)CC2=O)cc1 (configuration not stated)	-1.1	12.1
5	CCOc1ccc(-n2cc(C(=O)NCCOC)c3cc(OC)c(OC)cc3c2=O)cc1	-17.4	-10.4
6	COc1ccc(S(=O)(=O)NNC(=O)c2cc3ccccc3o2)cc1	-29.8	1.8
7	COc1ccc(COC(=O)c2ccc(Cl)c(S(=O)(=O)N3CCOCC3)c2)cc1F	-12.3	24.6
8	CCCCC[C@@H]1C=C(C(=O)O)[C@H](c2ccc3c(c2)OCO3)N1S(=O)(=O)c1ccc(C)cc1	-4.6	2.3
9	N#CCCn1cc(C(=O)O)c(-c2cc3ccccc3o2)n1	6.3	11.9
10	O=C(NCCc1ccc(Cl)cc1)C1CCCN(c2ncnc3c2nc2n3CCCCC2)C1 (configuration not stated)	-29.4	0.6
11	Cn1c(N)c(C(=O)COC(=O)/C=C/c2cccc(F)c2)c(=O)n(C)c1=O	4.2	8.1
12	COC(=O)c1ccc(CSC2=NC[C@@H]3[C@@H]4C(=O)N(Cc5ccccc5)C(=O)[C@@H]4[C@](Cc4ccccc4)(C(=O)OC)N23)cc1	23.2	14.5
13	COC(=O)C1CCN(Cc2cc(=O)oc3cc(OC)ccc23)CC1	-15.5	15.4
14	CCn1cc(C(=O)N2CCN(c3cccc(Cl)c3)CC2)c2cc(OC)c(OC)cc2c1=O	-41.5	7.9
15	O=C(CNS(=O)(=O)c1ccccc1F)Nc1ccc(N2CCOCC2)cc1	-2.7	8.1
16	Cc1cc(C)c(S(=O)(=O)N2CCC(C(=O)NCc3ccncc3)CC2)c(C)c1	-21.9	4.9
17	COC(=O)C1C(c2ccccc2)C(C(=O)N2CCOCC2)C1c1ccccc1 (configuration not stated)	-19.2	8.3
18	CCOC(=O)c1cc(NC(=O)N2CCOCC2)c(C)nc1C	-6.9	7.8
19	COc1ccc(NC(=O)CSc2nccn2Cc2ccccc2)cc1	-17.1	14.5
20	Nc1nnnn1/N=C/c1cccc(O)c1	2.7	15.3
21	CC(C)(C)NC(=O)c1ccc(COCC(F)(F)F)o1	-15.8	11.8
22	O=S1(=O)CC/C(=N/Nc2ccccn2)c2cc(F)ccc21	-13.4	10.5
23	COCCC(=O)N1CCCC(CCC(=O)NCc2ccc(F)c(F)c2)C1 (configuration not stated)	-13.2	17.7
24	O=C(NCC(=O)N1CCN(c2ccccc2O)CC1)c1cccs1	-12.9	18.7
25	C=CCN(Cc1nc(-c2cc(OC)ccc2OC)oc1C)C1CCS(=O)(=O)C1 (configuration not stated)	-9.7	6.1
26	O=C(Nc1nncs1)Oc1ccccc1	-6.8	17.0
27	CCOc1ccc(CCNC(=O)CCN2C(=O)COc3ccccc32)cc1OCC	-26.4	6.6
28	Cc1ccc(Cn2nnc3c(=O)n(Cc4cc(C)ccc4C)cnc32)cc1	-2.0	7.4
29	COCCNC(=S)c1ccc(OC)cc1	9.3	4.0
30	Nc1c(C(=O)Nc2ccc(Cl)c(Cl)c2)sc2nc(-c3cccnc3)ccc12	-26.8	10.4
31	CCOC(=O)c1c(N/N=C/c2ccncc2)n[nH]c1C	-9.6	30.2
32	COc1cccc(CN(CC(=O)NCc2ccc(F)cc2)C(=O)c2ccco2)c1	-10.3	5.5
33	CCCCOc1ccccc1C1NC(=O)NC(C)=C1C(=O)OCCOCC (configuration not stated)	-15.4	11.3
34	COCCCNS(=O)(=O)c1ccc2c(c1)CCN2C(C)=O	-8.6	8.1
35	COc1ccc(NC(=O)N2CCCC2C(=O)Nc2ccc(C)c(Cl)c2)cc1 (configuration not stated)	-29.8	12.7
36	CS(=O)(=O)Nc1ccccc1C(=O)OCC(=O)NC1CC1	-10.9	4.7
37	O=C(Nc1nc2ccccc2[nH]1)c1ccc(F)cc1	-15.9	16.1
38	CCOC(=O)C1(Cc2ccccc2)CCCN(C2CCN(C(C)=O)CC2)C1 (configuration not stated)	-42.8	12.7
39	CCOc1ccc(N(CC(=O)NC2CCC(C)CC2)S(=O)(=O)c2c(C)noc2C)cc1 (configuration not stated)	-26.4	11.1
40	CCOc1ccc(NS(=O)(=O)c2cc(NC(=O)CCC(=O)c3cccs3)ccc2Cl)cc1	-16.6	46.7
41	COCCNC(=S)N(CCc1c(C)[nH]c2ccccc12)Cc1ccco1	-10.2	22.4
42	Cc1ccc(-c2cc3c(nn2)-c2ccccc2C3=O)cc1	-31.5	43.7*
43	COc1ccc(O)c(-c2cc(-c3ccc(F)cc3)n[nH]2)c1	-36.1	15.2
44	O=C(NNC1=Nc2cccc3cccc1c23)c1ccccc1Br	-1.2	28.3
45	COc1ccc(CN(C)C(C)C(=O)Nc2cccc3ccccc23)cc1 (configuration not stated)	-27.9	14.9
46	NS(=O)(=O)c1cc2c(cc1C(F)(F)F)NCNS2(=O)=O	-2.0	9.7
47	O=C(NC1CCCCC1)C1CCN(c2cnccn2)CC1	-4.6	8.7
48	O=C(NCC1CCCO1)c1cc2ccccc2cc1O (configuration not stated)	-20.8	14.2
49	O=c1cccc2n1Cc1cc3ccccc3nc1-2	-12.7	36.8
50	CCN(CC)C(=O)c1ccccc1NC(=O)c1cccc(S(=O)(=O)N(CC)CC)c1	-26.3	8.3
51	Cc1nc(SCC(=O)NCC2CCCO2)c2c(C)c(C)sc2n1 (configuration not stated)	-5.7	0.8
52	O=C(CC(c1ccccc1)c1ccccc1)Nc1ccc(C(=O)O)cc1	-8.6	-0.9
53	CC1CCN(C(=S)Nc2ccc(F)cc2)CC1	-16.6	31.6
54	CCOC(=O)C1(CC2CCCCO2)CCN(Cc2nccn2-c2cccc(C)c2)CC1 (configuration not stated)	-25.4	16.1
55	CCOC(=O)Nc1ccc2nc3n(c(=O)c2c1)CCCCC3	-7.7	9.2
56	Cc1cc(NS(=O)(=O)c2ccc(NC(=O)CSc3nc4ncc(Br)cc4[nH]3)cc2)nc(C)n1	-7.1	6.4
57	Cc1cc(=O)oc2cc3oc(=O)cc(C)c3cc12	-3.3	1.1
58	COc1ccccc1NC1=NC(C)(C)N=C(N)N1	-8.2	7.5
59	O=C(c1ccc(Cl)cc1)C1CCN(Cc2ccccc2)CC1	-23.9	-5.8
60	CC(=O)Oc1ccc(CC(C(=O)O)N2C(=O)c3ccccc3C2=O)cc1 (configuration not stated)	-4.9	1.5

Next section.
No.	molecule	OX1R antag-1	OX1R antag-2
61	COc1cccc(N2CC(C(=O)OC(C)C(=O)c3ccccc3)CC2=O)c1 (configuration not stated)	-12.2	2.1
62	COc1ccccc1N1CCN(C(=O)c2cn(-c3ccccc3)nc2-c2cccnc2)CC1	-17.1	31.7
63	COc1ccc(/C=C/C(=O)Nc2ccccc2)cc1OC	-33.3	24.8
64	CC(C)NC(=O)c1ccc2c(c1)nnn2C	0.3	12.2
65	COc1ccc2c(c1)CCCN2C(N)=Nc1ccc(Cl)cc1	-22.6	11.4
66	Cc1nc(NC(=O)c2ccccc2)sc1-c1csc(Nc2cccc(F)c2)n1	4.6	27.4
67	CCOC(=O)Cn1c(=O)oc2cc(S(=O)(=O)NCc3cccs3)ccc21	-14.4	9.5
68	O=C(COC(=O)CCC(=O)c1ccc(F)cc1)NCc1ccc(Cl)cc1	-17.7	9.0
69	Brc1ccc(-c2nnc3sc(CNC4CCCC4)cn23)cc1	-34.0	-15.7
70	O=C(NCc1ccccc1)c1ccc(N2CCC3(CC2)CC(c2ccc(Cl)cc2)=NO3)c([N+](=O)[O-])c1	-24.2	25.2
71	O=C(CSc1nc2ccccc2[nH]1)N1CCN(C(=O)c2ccco2)CC1	-27.4	10.6
72	Cc1ccc(CNC(=O)c2cc(COc3c(F)cccc3F)on2)s1	1.3	20.3
73	Cc1c(Br)c([N+](=O)[O-])nn1CC(=O)Nc1c(C)n(C)n(-c2ccccc2)c1=O	-6.5	12.8
74	O=C(COC(=O)/C=C/c1ccccc1[N+](=O)[O-])NC1CC1	-12.9	23.5
75	COc1cc([N+](=O)[O-])ccc1NC(=O)Nc1ccc(C(=O)N2CCCC2)cc1	-8.3	36.8
76	CCc1ccc2[nH]c(=O)c(CN(CCN(CC)CC)C(=O)NC3CCCCC3)cc2c1	-35.7	3.0
77	O=C(/C=C/c1cccs1)c1cc(F)ccc1OC(=O)N1CCOCC1	-24.7	23.9
78	O=C(O/N=C1/CCCc2occc21)c1ccc(F)cc1	-26.4	37.1
79	CC(C)(SC(=S)N1CCCCCC1)C(=O)O	-2.7	11.2
80	O=C(Nc1ccccc1)c1ccccc1OCc1ccc(S(=O)(=O)N2CCOCC2)cc1	-27.8	8.2
81	Cc1ncoc1C(=O)Nc1ncc([N+](=O)[O-])s1	-3.8	23.3
82	CC(C)c1ccc(/C=N/NC(=O)CN(c2cccc(Cl)c2Cl)S(C)(=O)=O)cc1	-18.0	-8.8
83	COc1ccc(CCN2C(=O)CCC2(C)C(=O)NCc2cccnc2)cc1OC (configuration not stated)	-5.3	12.8
84	Cc1ccc(NC(=O)CSc2nc(=O)n(CCN3CCOCC3)c3c2CCCC3)cc1	-37.7	5.1
85	CCOC(=O)n1c(=O)n(C)c2ccc(Cl)cc21	-16.3	21.9
86	COc1ccc(S(=O)(=O)NCC(c2ccc(C)cc2)N2CCN(C)CC2)cc1OC (configuration not stated)	-20.6	-2.7
87	CC(C)(C)c1ccc(C(=O)NCC(=O)N2CCC3(CC2)NCCc2[nH]cnc23)cc1	4.4	-2.5
88	Cc1ccc(S(=O)(=O)N(C)c2ccc(C(=O)Nc3cccc(C)n3)cc2)cc1	-24.6	15.8
89	COc1ccc(S(=O)(=O)N2CCCCC2)cc1NC(=O)[C@@H]1CCCN1C(=O)c1cccs1	-35.2	2.0
90	CC1(C)CC(C2N3CC4(C)CN2CC(C)(C3)C4=O)CCO1 (configuration not stated)	-11.9	-2.5
91	Oc1ccc(/C=N/n2c(C3CCCCC3)n[nH]c2=S)c(O)c1	-1.6	-6.1
92	CCOC(=O)c1c(-c2cccs2)csc1NC(C)=O	-28.0	31.5
93	FC(F)(F)c1cc(-c2ccco2)nc2ncnn12	3.3	28.6
94	Nc1ncnc(Nc2cccc(Cl)c2Cl)n1	-8.0	7.9
95	O=C1c2ccccc2C(Nc2ccc(F)c(Cl)c2)N1c1ccccn1 (configuration not stated)	-13.1	2.0
96	Fc1ccc(C(c2nnnn2Cc2cccs2)N2CCN(C3CCCCC3)CC2)cc1 (configuration not stated)	-26.8	16.0
97	O=C(Nc1ccc2c(c1)OCCO2)c1cnccn1	-15.7	2.2
98	NNC(=O)c1oc2nc(-c3ccccc3)cc(-c3ccccc3)c2c1N	-18.4	-3.5
99	CCC(C)(C)C1CCC2(CC1)NC(=O)N(CC(=O)N1CCN(C(=O)c3ccco3)CC1)C2=O (configuration not stated)	-39.5	-0.3
100	COc1ccccc1-c1cn(C(C)(C)C)nc1C	-11.9	16.8
101	CC(C)(C)OC(=O)C[C@@H]1C/C=C\C[C@H](CC(=O)N[C@H](CO)Cc2ccccc2)C(=O)N[C@@H](Cc2ccccc2)COC1=O	-20.9	8.3
102	COc1cc(OC)c(/C=N/NC(=O)c2ccc(Cn3nc([N+](=O)[O-])cc3C)cc2)c(OC)c1	-20.5	8.7
103	CCCCN(C(=O)CSc1nnc(-c2ccco2)o1)c1c(N)n(Cc2ccccc2)c(=O)[nH]c1=O	-19.6	25.8
104	COc1ccc(C(CNC(=O)c2oc3ccc(F)cc3c2C)N2CCCCC2)cc1 (configuration not stated)	-14.8	10.0
105	O=C1NCCCC1C(=O)N/N=C/c1cccc([N+](=O)[O-])c1 (configuration not stated)	2.3	24.5
106	CSc1ccc(S(=O)(=O)NC(C)c2ccccc2)cc1 (configuration not stated)	6.0	24.4
107	CCOC(=O)c1nn(-c2ccc(C)cc2)cc1O	-15.2	13.5
108	c1ccc(SCc2cc(-c3ccccc3)no2)cc1	-17.5	0.6
109	CCCC/C(O)=C1\C(=O)CC(C)(C)CC1=NCCCCCC(=O)O	6.4	6.6
110	CC(=O)Nc1ccc(-c2cc(-c3ccc(NC(C)=O)cc3)nc(-c3ccccc3)n2)cc1	-2.0	15.1
111	Cc1ccc(NC(=O)C2CCN(c3nc(C)cc(C)n3)CC2)cc1	-18.4	14.5
112	Cc1ccc(-n2c(CSc3nc(C)cc(C)n3)nnc2SCC(=O)N2CCCC2)cc1	-5.1	3.9
113	Cc1cc2cc(CNC(=O)c3ccc4c(c3)OCO4)ccc2[nH]1	17.8	11.7
114	COc1ccc(C)cc1NC(=O)c1ccc(S(=O)(=O)N2CCOCC2)cc1	-16.9	11.1
115	CCc1cccc(C)c1NC(=O)CN1C(=O)c2ccccc2S1(=O)=O	-16.8	9.9

6 entries from above, with the structure last.
entry | OX1R antag-1 | OX1R antag-2 | Compound
115 | -16.8 | 9.9 | CCc1cccc(C)c1NC(=O)CN1C(=O)c2ccccc2S1(=O)=O
98 | -18.4 | -3.5 | NNC(=O)c1oc2nc(-c3ccccc3)cc(-c3ccccc3)c2c1N
96 | -26.8 | 16.0 | Fc1ccc(C(c2nnnn2Cc2cccs2)N2CCN(C3CCCCC3)CC2)cc1 (configuration not stated)
97 | -15.7 | 2.2 | O=C(Nc1ccc2c(c1)OCCO2)c1cnccn1
110 | -2.0 | 15.1 | CC(=O)Nc1ccc(-c2cc(-c3ccc(NC(C)=O)cc3)nc(-c3ccccc3)n2)cc1
106 | 6.0 | 24.4 | CSc1ccc(S(=O)(=O)NC(C)c2ccccc2)cc1 (configuration not stated)

Rows were taken by chance, and some 2% of all compounds hit somewhere here.
